TRPV1 ag = HTS Assay for Compounds that Act as Agonists of the Vanilloid Receptor 1; Transient receptor potential cation channel subfamily V member 1 (Homo sapiens), Q8NER1; TRPV1-expressing cells, Fluo-8 calcium influx, agonist mode; activation, % at 8.33 µM; 320,000 compounds, 0.19% hits; in the data active = activation above about 80%; inconclusive = between about 30% and that limit; also: 0% is about no effect
Target sequence (Q8NER1 whole entry, looked up): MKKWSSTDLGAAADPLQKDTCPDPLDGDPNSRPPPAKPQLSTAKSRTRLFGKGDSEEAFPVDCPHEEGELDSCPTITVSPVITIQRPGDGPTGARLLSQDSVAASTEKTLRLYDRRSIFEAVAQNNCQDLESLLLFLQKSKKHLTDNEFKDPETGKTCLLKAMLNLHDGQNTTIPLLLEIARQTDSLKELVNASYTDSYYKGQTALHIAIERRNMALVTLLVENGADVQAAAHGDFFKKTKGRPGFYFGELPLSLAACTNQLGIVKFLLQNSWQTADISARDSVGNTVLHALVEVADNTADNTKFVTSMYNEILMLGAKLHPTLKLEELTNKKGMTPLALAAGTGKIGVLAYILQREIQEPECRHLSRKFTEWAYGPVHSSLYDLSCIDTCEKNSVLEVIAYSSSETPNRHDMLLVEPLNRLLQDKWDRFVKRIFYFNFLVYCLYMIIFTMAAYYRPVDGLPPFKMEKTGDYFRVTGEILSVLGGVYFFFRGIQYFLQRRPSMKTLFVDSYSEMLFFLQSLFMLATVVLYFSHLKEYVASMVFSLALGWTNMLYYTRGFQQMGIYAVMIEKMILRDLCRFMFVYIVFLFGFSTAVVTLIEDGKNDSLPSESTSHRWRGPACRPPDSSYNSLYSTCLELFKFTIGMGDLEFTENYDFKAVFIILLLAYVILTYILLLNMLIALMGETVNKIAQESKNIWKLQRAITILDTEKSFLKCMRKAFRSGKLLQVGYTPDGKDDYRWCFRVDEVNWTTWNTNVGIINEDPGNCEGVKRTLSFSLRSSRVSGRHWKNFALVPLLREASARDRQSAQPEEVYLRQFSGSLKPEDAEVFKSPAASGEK
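TRPV1-expressing cells were cultured overnight at 35.5C and loaded with Fluo-8 calcium dye for 40 to 90 min at room temperature. After a 10 s baseline, compound was added and calcium influx was read kinetically for 3 min (ex 480/em 520 nm).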
B2AR arrestin = qHTS assay of beta-arrestin-biased ligands of beta2-adrenergic receptor; beta-arrestin recruitment to beta2AR, cell-based reporter; Potency, µM (highest dose often 46.1 µM), for the others: at the top dose activation, actives largely listed as activators; 330,000 compounds, 0.02% hits; AID 492947, 2010; Beta-2 adrenergic receptor (Homo sapiens), P07550;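 also: potency is read from the fitted curve at half-maximal effect; 0% = DMSO controls and full agonism = EC100 isoproterenol or metaproterenol; nearly all actives have a fitted effect of over 65% in size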
CXXC DNA block = qHTS Fluorescence Polarization Assay for Inhibitors of MLL CXXC domain - DNA interaction. Potency, µM (titrated, usually from 115 µM), inactives show at the top dose activity change, negative = inhibition, actives largely listed as inhibitors. MLL-CXXC / FITC-HOXA9 DNA fluorescence polarization. 290,000 compounds, 0.037% hits. Histone-lysine N-methyltransferase 2A (Homo sapiens), Q03164. AID 2662, 2010; active = well fitted inhibition curve with a large enough effect in the polarisation, with a control signal flat, not every such curve was filed as active; inconclusive = small, poorly fitted or top-dose-only effect, or effect the other way, or a change in a side signal; inactive = no such curve, though single readings can be large or run the other way; the % refers to the polarisation; also: potency is read from the fitted curve at half-maximal effect
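Purified MLL-CXXC (added from a 7 uM solution) was preincubated 5 min at ambient with pinned compounds in 50 mM Tris-HCl pH 7.5, 50 mM NaCl, 1 mM DTT, 0.05% BSA. Fluorescein-labeled HOX-A9 DNA (50 nM solution) followed, 30 min, then polarization read.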
hERG WT inh = qHTS for Inhibitors of KCHN2 3.1: Wildtype qHTS | activity change, % at 1.84 µM | AID 720551, 2013 | 340,000 compounds, 0.37% hits | U2OS, BacMam KCNH2, thallium flux FluxOr; stronger effect = lower value;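 active = maximum activity change below -70%; inconclusive = maximum activity change between -70% and -50%; inactive = maximum activity change above -50%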; also: % is scaled to controls: 0 for no effect and ±100 for the full control effect
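U2OS cells were transduced with wild-type KCNH2 virus (2.03 x 10^8 / mL) for 4 h at room temperature, then cultured overnight at 37 C. Thallium flux was read with FluxOr dye. Rate constants were normalized to DMSO controls.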
Giardia kill = Small Molecules that selectively kill Giardia lamblia: qHTS | Giardia lamblia trophozoite viability | activity change, % at 7.66 µM, hits read low | 340,000 compounds, 0.15% hits; in the data active = activity change below about -80%; inconclusive = between about -30% and that limit;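 also: parasites exposed to compound for two days anaerobically before the ATP read; % is scaled to controls: 0 for no effect and ±100 for the full control effect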
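Giardia lamblia trophozoites (100 cells/well) were incubated with compounds for 48 h at 37 deg C under anaerobic conditions. Viability was read as ATP content by one-step luminescence after 15-30 min at room temperature.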
Menin-MLL TR inh = qHTS Assay for Inhibitors Targeting the Menin-MLL Interaction in MLL Related Leukemias: Competition With Texas Red Labeled MLL-derived Mutant Peptide; O00255; Menin + Texas Red MLL mutant peptide, fluorescence polarization; Potency, µM (series often up to 61.6 µM), for the others: top-dose FP activity change, negative = inhibition, usual class: inhibitors; 270,000 compounds, 0.23% hits; AID 1768, 2009; active = well fitted inhibition curve with a large enough effect in the polarisation, with a control signal flat, not every such curve was filed as active; inconclusive = small, poorly fitted or top-dose-only effect, or effect the other way, or a change in a side signal; inactive = no such curve, though single readings can be large or run the other way; the % refers to the polarisation; also: potency is read from the fitted curve at half-maximal effect; % of control where 0% means no effect; many of its hits are not listed in these tables
USP2a block = qHTS Assay for Inhibitors of Ubiquitin-specific Protease USP2a Using CHOP2 as the Reporter | Ubiquitin carboxyl-terminal hydrolase 2 (Homo sapiens), O75604 | USP2 core, Ub-CHOP2 coupled fluorogenic reporter, 485/531 | Potency, µM (series often up to 38.3 µM), inactives show at the highest dose activity change, negative = inhibition, usual class: inhibitors | 330,000 compounds, 0.01% hits | AID 463254, 2010;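 also: potency is read from the fitted curve at half-maximal effect; plate controls were DMSO wells for no effect and full inhibition by NEM control for full effect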
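Deubiquitinase activity read as fluorescence (485/531 nm) after Ub-CHOP2 cleavage activates the enterokinase reporter on its substrate; USP2 core 10nM, Ub-CHOP2 and substrate 25nM each, 30min compound preincubation then 60min RT; data normalized to NEM, curves fitted.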
Coupling enz = qHTS Assay for Inhibitors of Fructose-1,6-bisphosphate Aldolase from Giardia Lamblia: Coupling assay counterscreen; activity change, negative = inhibition, % at 58.2 µM, hits read low; coupling enzyme system counterscreen, AmpLite Red fluorescence; 290,000 compounds, 0.67% hits; in the data active = activity change below about -30%; also: % is scaled to controls: 0 for no effect and ±100 for the full control effect
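Fluorescence at 525 nm excitation and 598 nm emission measured inhibition of the coupled detection system without aldolase. Compounds (at 57.5 uM final) were preincubated 10 min at room temperature with coupling enzyme reagent before a 20 min substrate/AmpLite Red step.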
GALK inh = qHTS Assay for Inhibitors of Human Galactokinase (GALK); Potency, µM (titrated, usually from 57.5 µM), without a hit: at the top dose activity change, negative = inhibition, actives largely listed as inhibitors; 270,000 compounds, 0.007% hits; Purified GALK, Kinase-Glo residual ATP luminescence; P51570; also: potency is read from the fitted curve at half-maximal effect; % is scaled to controls: 0 for no effect and ±100 for the full control effect
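Luminescence from leftover ATP (Ultra-Glo luciferase/luciferin) served as read-out after a 1 h room-temperature reaction of 5 nM GALK with 35 uM ATP and 100 uM galactose.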
PKM2 act = qHTS Assay for Activators of Human Muscle isoform 2 Pyruvate Kinase; Pyruvate kinase PKM (Homo sapiens), P14618; Potency, µM (highest dose often 57.5 µM), without a hit: top-dose activation, actives largely listed as activators; purified PKM2, Kinase-Glo ATP luminescence, activation; response scale: 0% is enzyme alone, no compound; 260,000 compounds, 0.34% hits; also: potency is read from the fitted curve at half-maximal effect; % is scaled to controls: 0 for no effect and ±100 for the full control effect; nearly all actives have a fitted effect of over 55% in size
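Kinase-Glo luminescence reports ATP generated from ADP (0.1 mM) and PEP (0.5 mM) by purified hPK-M2 after 1 h at room temperature, pH 7.2 imidazole buffer; intermediate enzyme activity allows detecting inhibitors and activators.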
KCNH2 3.1 inh = qHTS for Inhibitors of KCHN2 3.1: Mutant qHTS. Potassium voltage-gated channel subfamily H member 2, brain isoform KCNH2 3.1 (human). U2OS KCNH2 3.1, thallium flux FluxOr; stronger effect = lower value. activity change, % (tested at about 1.8 µM). 340,000 compounds, 0.95% hits. AID 720553, 2013;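 active = maximum activity change below -70%; inconclusive = maximum activity change from -70% to -50%; inactive = maximum activity change above -50%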;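 also: thallium influx rate constant from kinetic fluorescence after stimulation buffer; % is scaled to controls: 0 for no effect and ±100 for the full control effect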
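Thallium flux via FluxOr fluorescence (Red40 quencher, 45 min loading) in U2OS cells virally expressing the KCNH2 3.1 isoform (1.77 x 10^8 /mL virus, overnight at 37 C). Rate constants from 2-min kinetic reads post-stimulation, normalised to positive and negative controls.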
Numbers without * were called inactive; ? = inconclusive; · = not tested or not shown; [ ] = another dose, or the depositor's remark. Unless noted, calls follow the shape of the dose curve; as a rule, active = well fitted curve in the direction sought with a large enough effect; inconclusive = small, poorly fitted or top-dose-only effect, or another doubt; inactive = no such curve, though single readings can be large; an effect the other way counts as inactive or inconclusive. This is a subset, so the mix of outcomes need not match the whole.

SMILES	TRPV1 ag	B2AR arrestin	CXXC DNA block	hERG WT inh	Giardia kill	Menin-MLL TR inh	USP2a block	Coupling enz	GALK inh	PKM2 act	KCNH2 3.1 inh
Cc1ccccc1NC(=O)C1CCCN1C(=O)NC1CCCCC1 (stereo not given)	2	-0.7%	2%	-1	7	-2%	1%	0	2%	2%	12
O=C(CCNS(=O)(=O)c1ccccc1C(F)(F)F)NCc1ccc2c(c1)OCO2	4	-0.2%	5%	-9	0	9%	4%	-1	-2%	-3%	-4
CCCCCC(=O)NNC(=O)c1ccc(F)cc1	0	-0.3%	10%	2	-9	0%	4%	0	2%	-3%	8
COc1ccc(-c2nc(C3CCCCC3)no2)cc1OC	4	12%	-19%	5	5	8%	1%	0	1%	-14%	14
CCOc1cc(C2/C(=C(/O)c3ccc(S(=O)(=O)N4CCCCC4)cc3)C(=O)C(=O)N2CCOC)ccc1O (stereo not given)	-4	-1.1%	7%	-10	-11	0%	1%	7	7%	-6%	4
O=[N+]([O-])c1cccc(-c2ccc(/C=N/NC(=S)NCc3ccco3)o2)c1	-6	-0.7%	-7%	2	-1	·	-2%	2	5%	2%	-9
Cc1ccc(C)c(OCCn2cc(/C=C(\C#N)C(=O)NCc3cccs3)c3ccccc32)c1	2	-0.1%	30%	-2	5	?	0%	-4	-1%	-1%	-27
CC(=O)c1ccc(N2CCN(C(=O)Cn3c(=S)[nH]c4ncccc4c3=O)CC2)cc1	-3	0.0%	5%	·	·	-14%	1%	0	1%	0%	·
COC(=O)C1C/C(=N\NS(=O)(=O)c2ccc(C)cc2)c2ccccc2C1 (stereo not given)	3	?	-6%	-1	-8	·	0%	·	3%	0%	-2
CCOc1ncccc1C(=O)OCC(=O)Nc1ccc2c(c1)CCC2	·	0.0%	·	3	-4	·	-4%	·	·	·	0
CCS(=O)(=O)c1ccc(NC(=O)c2ccccc2Cl)c(O)c1	1	0.0%	-5%	4	1	-9%	0%	0	1%	4%	-2
O=C(c1cc2cc(Cl)cc(Cl)c2oc1=O)N1CCOCC1	?	-0.5%	-5%	2	5	6%	1%	-2	1%	0%	1
Cc1ccc(NC(=O)C2=CN3CCS(=O)(=O)N=C3C=C2)cc1	·	-0.1%	·	1	4	·	1%	·	·	·	1
Cc1ccc(NC(=O)CN(C)CC(=O)Nc2ccccc2-c2ccccc2)cc1	-3	0.1%	-3%	0	-2	0%	-4%	-3	9%	0%	-38
O=C(CCCN1C(=O)/C(=C/c2ccccc2Cl)SC1=S)Nc1ccccn1	-3	-0.8%	3%	0	-1	-13%	7%	-2	1%	2%	5
Cc1cccc(N2C(=O)CC(N3CCOCC3)C2=O)c1 (stereo not given)	1	0.1%	-4%	3	-13	-13%	2%	2	1%	9%	1
COc1ccc(NC(=O)Cn2nc([N+](=O)[O-])c(Cl)c2C)cc1OC	0	-0.8%	-2%	·	-17	·	-2%	0	3%	2%	-6
COc1ccccc1NC(=O)COC(=O)/C=C/c1ccc2c(c1)OCO2	12	-0.3%	-9%	5	0	7%	-8%	1	-2%	-1%	-5
CC(C)c1ccc2oc(=O)cc(CN3CCN(c4ccccc4)CC3)c2c1	15	0.5%	1%	-1	8	-2%	-2%	-3	5%	3%	4
N=c1n(CCO)c2ccccc2n1CCOc1ccccc1	-3	0.5%	4%	5	-11	-27%	3%	1	0%	-1%	-16
Cn1c(CNC(=O)CNC(=O)c2ccccc2F)cc(=O)n(C)c1=O	-2	-0.8%	52%[activator]	-5	10	22%	2%	8	1%	-4%	-7
COc1ccccc1/C=C/C(=O)OCC(=O)NC1CCS(=O)(=O)C1 (stereo not given)	·	0.0%	·	-1	26	·	0%	·	·	·	-3
CCn1cc(C(=O)OCc2cccc(Br)c2)c(=O)c2ccc(C)nc21	-1	-0.1%	1%	-14	-18	-25%	6%	1	3%	3%	6
CC(C)(C)C(=O)N1CCN(C(=O)c2ccco2)CC1	0	-0.5%	-6%	2	-2	1%	1%	5	16%	6%	2
O=S(=O)(NC1CC1)c1cccc(S(=O)(=O)N2CCCC2)c1	1	-0.6%	-8%	-2	21	8%	-4%	6	5%	1%	-9
COc1ccc(NC(=O)[C@@H](NC(N)=O)C(C)C)cc1Cl	2	0.4%	-5%	-7	3	13%	-1%	0	17%	·	6
c1ccc2cc(C3CCCCC3)ncc2c1	·	0.2%	·	8	-29	·	6%	·	·	·	-1
CCOC(=O)N1CCN(S(=O)(=O)c2cc(Br)cc3c2N(C(=O)C2CC2)CC3)CC1	-4	-0.1%	14%	0	-16	-13%	1%	6	1%	-2%	-1
Cn1c(CCNC(=O)c2ccccc2)nc2cc(NC(=O)C3CCCCC3)ccc21	-5	-0.7%	8%	-1	19	6%	9%	2	3%	-10%	-47
Cc1ccc(C)c(S(=O)(=O)N2CCN(c3ncnc4sccc34)CC2)c1	·	-0.6%	·	6	5	·	3%	·	·	·	-36
COc1ccc(S(=O)(=O)N2CCC(C(=O)Nc3ccccc3C)CC2)c2cccnc12	1	-0.4%	1%	0	4	-1%	-7%	-6	1%	-14%	6
Cc1ccc(-c2nc(CS(=O)CC(=O)NC3CC3)c(C)o2)cc1 (stereo not given)	3	0.0%	3%	-5	-24	·	0%	·	4%	·	13
Cc1cc(SCC(=O)Nc2ccc(O)cc2)n2nc(C)c(-c3ccccc3)c2n1	?	0.3%	8%	-15	-7	·	-1%	2	6%	-3%	6
Cc1ccc(N(C(C)C(=O)Nc2cccc(N(C)S(C)(=O)=O)c2)S(C)(=O)=O)cc1 (stereo not given)	-2	0.8%	2%	-7	6	5%	-1%	-1	9%	3%	5
CCCn1c(NC(=O)c2ccco2)nc2ccccc21	-4	-0.8%	3%	4	21	32%[activator]	0%	-20	-2%	?	14
NNC(=O)Cn1c(-c2ccccc2)cc2ccccc21	3	-0.8%	?	-8	-6	3%	-2%	0	·	3%	-5
O=[N+]([O-])c1ccc(Cl)c(CN2CCC(O)CC2)c1	0	0.1%	22%	-8	0	-9%	-1%	1	1%	-15%	-5
CN(C)c1nc(N(C)C)nc(N(C#N)CCOc2ccccc2)n1	?	-0.5%	-1%	1	15	1%	2%	0	0%	-1%	9
CN(C)S(=O)(=O)c1ccc(C(=O)Nc2nc(-c3ccccc3)c(C(=O)c3ccccc3)s2)cc1	-3	0.3%	-6%	-4	-8	0%	1%	2	-2%	-13%	-9
COc1cc(NC(=O)Cn2cnc(S(=O)(=O)N3CCCCC3)c2)cc(OC)c1OC	0	0.2%	25%	2	-5	·	1%	·	-3%	·	27
COC(=O)c1ccc(C(=O)OC)c(NC(=O)COC(=O)c2ccc(OC)c(OC)c2OC)c1	2	-0.5%	-4%	-2	9	0%	1%	3	0%	-4%	26
Cc1cccc(C)c1N(CC(O)Cn1c2ccccc2c2ccccc21)S(C)(=O)=O (stereo not given)	8	-0.1%	15%	11	-2	10%	1%	-1	-6%	-2%	6
Cc1ccc(C(=O)NCCNC(=O)c2ccc(F)cc2)cn1	1	0.2%	-4%	-3	?	-6%	0%	0	0%	0%	-22
CC(C)(C)C1CCC(OC(=O)c2ccncc2)CC1 (stereo not given)	8	0.0%	-6%	0	-3	-11%	1%	-1	-5%	6%	1
CC(=NCc1ccco1)c1c(O)n(C2CCCCC2)c(=O)[nH]c1=O	1	0.0%	4%	-2	-9	-15%	0%	1	0%	-9%	-2
COc1ccc(Cl)cc1N(CC(=O)Nc1ccccc1C(=O)N1CCOCC1)S(C)(=O)=O	0	-0.5%	8%	-5	11	·	3%	·	0%	2%	-3
